Compound activity from PubChem BioAssay.
KB-V1 cytotox: KB-V1 MDR subline cytotoxicity; KB-V1 MDR cells viability, CellTiter-Glo, 72 h; Potency, µM (doses to about 46.1 µM), inactives show top-dose activity change, negative = cytotoxicity, usual class: cytotoxic; hit rate 3.4% among 400,000; AID 1347076; also: potency is read from the fitted curve at half-maximal effect; % is scaled to controls: 0 for no effect and ±100 for the full control effect; nearly all actives have a fitted effect of over 60% in size
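Compound-treated KB-V1 multidrug-resistant cells, 72 h, 37 degrees C; viability by CellTiter-Glo. Fitted qHTS curves give the values.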
KB-3-1 cytotox: KB-3-1 parental cell cytotoxicity; KB-3-1 viability, CellTiter-Glo ATP luminescence, 72 h; AID 1347075; hit rate 1.4% among 400,000; Potency, µM (titrated, usually from 46.1 µM), for the others: at the highest dose activity change, negative = cytotoxic, usual class: cytotoxic; also: potency is read from the fitted curve at half-maximal effect; % is scaled to controls: 0 for no effect and ±100 for the full control effect; nearly all actives have a fitted effect of over 60% in size
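Viability of parental KB-3-1 cells, measured by CellTiter-Glo luminescence, followed a 72 h incubation at 37 °C with pinned compounds in phenol-red-free DMEM containing 10% FBS.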
MCF10A rerep: induces DNA re-replication in MCF 10a normal breast cells. hit rate 2.9% among 350,000. MCF 10A DNA re-replication, Hoechst nuclear intensity, 48 h. Potency, µM (titrated, usually from 46.1 µM), for inactives: top-dose activity, positive = re-replication, actives largely listed as activators; also: potency is read from the fitted curve at half-maximal effect; % of control where 0% means no effect; nearly all actives have a fitted effect of over 50% in size
ATXN2 expr inh: reduces ATXN2 reporter expression in HEK-293 cells. HEK-293 ATXN2-luciferase reporter, luminescence, 24 h. Potency, µM (top dose mostly 57 µM), without a hit: at the top dose activity change, negative = inhibition, hits mostly inhibitors. hit rate 0.72% among 360,000; also: potency is read from the fitted curve at half-maximal effect; % is scaled to controls: 0 for no effect and ±100 for the full control effect; nearly all actives have a fitted effect of over 55% in size
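qHTS (up to 57 uM final) was run with 24 h compound exposure of reporter cells at 37 °C. Each well was multiplexed: SteadyGlo luminescence measured ATXN2-luciferase expression after a fluorogenic Gly-Phe-AFC viability readout (25 uM final).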
HT1080NT lethal: kills 2HG-producing HT-1080-NT fibrosarcoma cells | HT-1080-NT fibrosarcoma viability, CellTiter-Glo ATP luminescence, 48 h | Potency, µM (top dose mostly 46.1 µM), for the others: at the highest dose activity, negative = less viability, most hits filed as cytotoxic | hit rate 1.6% among 360,000 | AID 686970;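 also: NT is the 2HG producing partner of a matched IDH1 knockdown line; potency is read from the fitted curve at half-maximal effect; 0% = DMSO-treated cells and -100% = media-only wells without cells; nearly all actives have a fitted effect of over 55% in size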
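Luminescent CellTiter-Glo readout after 48 hours of compound exposure at 37 degrees C defined viability of HT-1080-NT cells. Activity was normalized to DMSO wells and cell-free media wells; concentration-response curves were fitted and assigned curve classes.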
IL-1B inflam inh: inflammasome signaling inhibition, IL-1 beta readout | activity change, % at 57.5 µM | THP-1 LPS/ATP IL-1B secretion, AlphaLISA, 16 h; active compounds read low | hit rate 4.7% among 360,000; in the data active = activity change below about -50%; inconclusive = mostly about -30% to -49%; also: % is scaled to controls: 0 for no effect and ±100 for the full control effect
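THP-1 cells pretreated 1 hr with compounds (up to 57.5 uM final), then stimulated with LPS (250 ng/mL final) plus ATP (1.25 mM final); secreted IL-1B measured by AlphaLISA after 16 hr, decreased signal indicating inhibition.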
HT1080 IDH1KD tx: HT-1080 IDH1 knockdown cell toxicity (counter line); hit rate 2% among 360,000; HT-1080 IDH1 knockdown viability, ATP luminescence, 48 h; Potency, µM (titrated, usually from 46.1 µM), for inactives: at the top dose activity, negative = toxicity, hits mostly cytotoxic; AID 686971;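 also: potency is read from the fitted curve at half-maximal effect; 0% = DMSO wells and -100% = cell-free medium wells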
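CellTiter-Glo luminescence after 48 h compound exposure at 37 degrees C of IDH1-knockdown HT-1080 cells in 5% FBS RPMI. %Activity scaled between DMSO wells and cell-free media wells, with curves fitted and assigned curve classes.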
WRN helicase inh: blocks human WRN helicase; Q14191; WRN helicase unwinding, fluorescent forked duplex, kinetic; Potency, µM (top dose mostly 114 µM), for the others: at the highest dose activity change, negative = inhibition, most hits filed as inhibitors; hit rate 0.46% among 360,000; AID 651768; also: potency is read from the fitted curve at half-maximal effect; % is scaled to controls: 0 for no effect and ±100 for the full control effect; nearly all actives have a fitted effect of over 55% in size
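Enzyme (20 nM final) and test compound sit together 15 min at room temperature before substrate addition. Substrate is a single-forked duplex oligonucleotide (100 nM) labelled with fluorophore and quencher, with 2 mM ATP; helicase unwinding raises red fluorescence, read kinetically.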
SW480 rerep: inducers of DNA re-replication in SW480 colon cancer cells; SW480 DNA re-replication, Hoechst DNA content imaging, 48 h; Potency, µM (highest dose often 46.1 µM), inactives show at the top dose re-replication activation, actives largely listed as activators; hit rate 1.8% among 340,000; also: potency is read from the fitted curve at half-maximal effect; % of control where 0% means no effect; nearly all actives have a fitted effect of over 55% in size
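Quantitative HTS format with DMSO vehicle controls; 48 hr drug incubation at 37 C, then 40 min Hoechst staining and scanning imager measurement at 405 nm excitation.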
* = called active by the depositor; i = inactive; ? = inconclusive; . = no result given; [ ] = remark or other dose. Unless noted, calls follow the shape of the dose curve; as a rule, active = well fitted curve in the direction sought with a large enough effect; inconclusive = small, poorly fitted or top-dose-only effect, or another doubt; inactive = no such curve, though single readings can be large; an effect the other way counts as inactive or inconclusive.

Sample of the layout:
SMILES	KB-V1 cytotox	KB-3-1 cytotox	MCF10A rerep	ATXN2 expr inh	HT1080NT lethal	IL-1B inflam inh	HT1080 IDH1KD tx	WRN helicase inh	SW480 rerep
CC(=O)c1ccc(N2CCN(C(=O)C3(S(=O)(=O)c4ccc(Cl)cc4)CC3)CC2)cc1	?	-1%	-5%	2%	8%	-15	-4%	3%	1%
CCCCc1c(O)nc(SCC(=O)c2ccccc2)[nH]c1=O	5%	-18%	?	-12%	-20%	18	?	-1%	3%

This part in full, previewed entries included:
SMILES	KB-V1 cytotox	KB-3-1 cytotox	MCF10A rerep	ATXN2 expr inh	HT1080NT lethal	IL-1B inflam inh	HT1080 IDH1KD tx	WRN helicase inh	SW480 rerep
CC(=O)c1ccc(N2CCN(C(=O)C3(S(=O)(=O)c4ccc(Cl)cc4)CC3)CC2)cc1	?	-1%	-5%	2%	8%	-15	-4%	3%	1%
CCCCc1c(O)nc(SCC(=O)c2ccccc2)[nH]c1=O	5%	-18%	?	-12%	-20%	18	?	-1%	3%
O=C(c1cccc(F)c1)N1CCN(C(=O)c2cc3nc(-c4ccco4)cc(C(F)(F)F)n3n2)CC1	-23%	0%	10%	-14%	28%	-2	15%	10%	-4%
COc1cc(/C=C2\SC(N3CCCCC3)=NC2=O)cc(OC)c1OC	0%	-4%	16%	18%	-4%	?	-8%	1%[57.1 µM]	13%
O=C(Nc1nccs1)c1cc(S(=O)(=O)N2CCOCC2)c(Cl)cc1Cl	5%	18%	9%	-11%	-10%	-105*	?	-9%	6%
O=C(Nc1ccccc1N1CCOCC1)c1ccccc1NS(=O)(=O)c1ccc(F)cc1	0%	14%	1%	-8%	-4%	37	2%	-25%	2%
CCCCCCN1C[C@H](O)[C@@H](n2cc(-c3ccc(F)cc3)nn2)C[C@@H]1c1ccc(C)cc1	?	4%	.	-10%	-8%	-18	-7%	-8%	.
CCOC(=O)C1CCCN(C(=O)c2sc3nc(-c4ccc(OC)cc4)cn3c2C)C1 (stereo unspecified)	1%	16%	10%	.	0%	29	2%	3%	-22%
COc1ccc(-c2noc(N3CCC(C(=O)N(C)c4ccccc4)CC3)n2)cc1	0%	-22%	0%	-23%	-11%	-3	-5%	5%	0%
CC(=O)Nc1cccc(C(=O)OCC(=O)NC2CCCCCCC2)c1	-7%	5%	-8%	9%	-7%	17	-3%	6%	?
N#Cc1ccccc1NC(=O)c1ccccc1OCC(=O)Nc1ccc2c(c1)oc1ccccc12	-18%	-1%	7%	-24%	6%	29	0%	-15%	1%
O=C(CN(Cc1ccccc1Cl)C(=O)c1csnn1)NC1CCCC1	-22%	-9%	-3%	-16%	-6%	-6	-18%	-7%	-3%
Cc1ccc(N=Nc2ccc3ccccc3c2O)cc1	-7%	?	-1%	-33%	?	-12	-14%	?	1%
Cc1cccc(Cn2c(N(C)Cc3ccccc3)nc3c2c(=O)[nH]c(=O)n3C)c1	3%	-4%	-2%	-9%	-22%	-26	-22%	-5%	-6%
O=C(CSc1nnc(C2CC2)n1C1CC1)N1CCN(c2ccc(O)cc2)CC1	15%	2%	.	.	-22%	-3	-15%	-5%	.
COc1ccccc1CN(C)S(=O)(=O)c1cccs1	?	11%	-4%	14%	-1%	-3	5%	12%	?
CCCn1nc(C(=O)NC2CC2)c2ccccc2c1=O	13%	-3%	-1%	4%	0%[9.24 µM]	10	-3%	-1%	-18%
Cc1sc(-c2ccccn2)nc1OC(=O)c1cccc(Cl)c1Cl	-9%	2%	-1%	-5%	15%	26	15%	-3%	-4%
CN(NC1OC(=O)c2ccccc21)c1ncc(Cl)cc1C(F)(F)F (stereo unspecified)	-9%	-7%	4%	-18%	-1%	.	-9%	5%	-43%[inhibitor]
CCOCCn1c(=NC(=O)CSCC(=O)N2CCOCC2)sc2cc(OC)ccc21	-5%	-9%	-1%	8%	11%	-15	9%	4%	?
N#Cc1cnn2cc(CCN3CCOCC3)c(-c3ccc(F)cc3)nc12	-3%	17%	-1%	8%	-7%	15	-2%	-7%	-22%
CC(=O)c1ccc(S(=O)(=O)N2CCC(c3nc4ccccc4[nH]3)CC2)cc1	?	-14%	-13%	-3%	-1%	8	-6%	10%	-6%
O=P(CCN1CCCCC1)(c1ccccc1)c1ccccc1	6%	10%	-1%	0%	3%	-10	9%	7%	-1%
COC(=O)c1cc(C)sc1NC(=O)CC1Nc2ccccc2NC1=O (stereo unspecified)	2%	-3%	26%	-5%	1%	33	-2%	1%	4%
O=C(Nc1cccc2ccccc12)c1cccc([N+](=O)[O-])c1	-16%	5%	4%	.	0%	-8	9%	0%[11.6 µM]	?
CC(=O)C1=C(C)N(CC2CC2)C(=O)N[C@H]1c1ccc(Br)cc1	-17%	0%	5%	14%	4%	20	-7%	4%	1%
CCN(CC)CCCN(Cc1cc2cc(OC)c(OC)cc2[nH]c1=O)C(=O)Nc1ccccc1	13%	-1%	-2%	-1%	-6%	?	4%	-8%	-5%
COc1ccc(C[C@H]2CN3C(=NC[C@H]3Cc3ccccc3)N2CCNC(=O)CCC2CCCCC2)cc1	3%	-9%	?	35µM*	-4%	-20	-2%	7%	0%
Cc1occc1C(=O)N/N=C/C1=C(N2CCOCC2)C(=C/c2ccc(Cl)cc2Cl)/CC1	16%	-3%	18%	1%	9%	-7	-1%	12%	?
FC(F)(F)c1nnc2c(Sc3ccccn3)nc3ccccc3n12	?	?	?	11%	?	-66*	?	2%	?
CCc1ccc(CN(C)C(=O)c2cc(COc3cccc(C(F)(F)F)c3)on2)nc1	-6%	4%	9%	-7%	?	-24	?	-6%	-9%
O=c1[nH]c(/C=C/c2cccc3ccccc23)nc2ccccc12	-1%	-4%	?	-23%	8%	23	3%	5%	?
Cc1cccc(N(CC(=O)N2CCCC2)S(=O)(=O)c2ccccc2)c1C	6%	-11%	0%	-2%	-3%	-1	-2%	-3%	-3%
O=C1c2ccccc2C(=O)N1Cc1nc2ccccc2c(=O)n1CCCN1CCOCC1	-23%	0%	-3%	-5%	8%	4	18%	1%	3%
Cc1c(Br)c([N+](=O)[O-])nn1C(C)C(=O)N1CCc2ccccc2C1 (stereo unspecified)	-25%	-15%	0%	4%	-2%	-8	-2%	14%	-3%
CC(=O)c1ccc(N2CCN(C(=O)CCC(=O)c3cccs3)CC2)cc1	-7%	2%	?	.	7%	-1	-4%	0%	-5%
O=C(COc1cccc(F)c1)Nc1nc(-c2ccncc2)cs1	3%	1%	11%	.	-4%	0	7%	-2%	-1%
CC(C)(C)NS(=O)(=O)c1ccc(OCC(=O)NCCC2=CCCCC2)cc1	-24%	-5%	8%	.	-1%	17	-8%	-1%	-3%
Cc1cccc(NC(=S)N/N=C/c2cccc(O)c2)c1C	6.5µM*	3.3µM*	?	-13%	?	7	?	-3%	7.3µM*
COc1ccccc1C/C(N)=N/OC(=O)COc1cccc(C)c1C	0%	11%	6%	24%	3%	12	5%	1%	-17%
CN(C)C(=O)c1ccc(NC(=O)CSc2nc3ccccc3[nH]2)cc1	-11%	-3%	-7%	-12%	10%	53	-3%	12%	-5%
CCO[C@H]1OC(C(=O)N2CCN(C)CC2)=C[C@@H](c2csc3ccccc23)[C@@H]1CCCO	-9%	5%	23%	14%	-2%	-6	-8%	-2%	4%
Cc1ccc(-n2c(=O)cc(NCc3cccnc3)[nH]c2=O)cc1	-10%	-1%	16%	4%	3%	5	-1%	-3%	-4%
CC(=Nc1ccccc1)C1=C(O)C(Cc2cccc(F)c2)NC1=O (stereo unspecified)	1.2µM*	?	.	.	0.026µM*	71	?	3%	.
CCOc1ccc(S(=O)(=O)N(CC)CC(=O)NCc2cccnc2)cc1C	-2%	-4%	?	-6%	19%	-2	-10%	4%[57.1 µM]	2%
COc1cccc(/C=C2\SC(N)=NC2=O)c1OS(=O)(=O)c1ccccc1	12%	-1%	-13%	2%	13%	-21	9%	4%	-15%
COc1ccc(Cl)cc1NC(=O)CSc1nnc(-c2ccco2)o1	-9%	-8%	-8%	8%	1%	i	6%	10%	-29%
CC12CCC(C(=NO)C1=NO)C2(C)C (stereo unspecified)	14%	?	-25%	17%	9%	1	7%	7%	-1%
O=C(NCc1nnc(SCC(=O)N2CCN(c3ccccc3)CC2)o1)c1ccccc1	-1%	-5%	-7%	-9%	0%	-13	4%	8%	-1%
COCCNS(=O)(=O)c1cc(OC)c(C)cc1C	?	-2%	?	-27%	-4%	15	-2%	11%	-44%[inhibitor]
C=CCN1C=C2C(=O)C(C)(OC(=O)C3CCCC3)C(=O)C(c3ccccc3)=C2C=C1CCCC(=O)OC (stereo unspecified)	-4%	3%	0%	-8%	7%	10	4%	6%	1%[9.22 µM]
Clc1ccc(CNc2ccccc2NCc2ccc(Cl)nc2)cn1	?	?	23%	-22%	-16%	-19	-2%	-7%	2%
CCC(C)NC(=O)c1ccc(-n2c(=S)[nH]c3ccccc3c2=O)cc1 (stereo unspecified)	-22%	-3%	-5%	-17%	14%	1	8%	6%	-4%
COc1cccc(C(=O)OCc2ccccc2C#N)c1O	-33%	-4%	-6%	22%	1%	-14	-2%	-4%	-3%
CC(C)C(NC(=O)C1CC(=O)N(Cc2ccccc2)C1)c1nc2ccccc2[nH]1 (stereo unspecified)	0%	4%	-5%	2%	3%	9	3%	7%	-1%
CC1(c2ccc3ccccc3c2)NC(=O)N(CC(=O)N2CCN(Cc3ccccc3)CC2)C1=O (stereo unspecified)	12%	?	?	-35%	5.8µM*	?	-17%	-6%	?

Rows were taken by chance (roughly 12% active in at least one column).
